# Source: PubChem BioAssay (several laboratories)
# Vif imaging: blocks HIV Vif function | 0.35% of 340,000 active | inhibition, % at 7.49 µM | AID 602346 | HEK293T cells, Vif self-association by quenched fluorescence, imaging, 24 h; in the data active means inhibition above about 50%, passing the limit was not always enough; further: some results filed as inactive read as strong as hits
# hiPSC survival: hiPSC single-cell survival enhancement. ATPlite luminescence; 100% = ROCK inhibitor wells, 0% = DMSO. survival enhancement, % at 20 µM. 0.044% of 360,000 active. AID 602274; in the data active means survival enhancement above about 18%;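 further: cells exposed to compounds for 16 hours before the ATP read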
# Glyco luc inh: blocks N-linked glycosylation in D54 reporter cells; D54 ERlucT glycosylation luciferase reporter, 24 h; percent of 100 nM tunicamycin response; reporter increase, % at 12.5 µM; 0.23% of 360,000 active;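 active means mean luciferase reporter signal, scaled so untreated is 0 and the glycosylation-blocking control 100, at or above a set limit in every replicate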;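 further: luciferase carries N-glycosylation sites so blocking glycosylation raises the light; 0% = median of neutral control wells and 100% = median of 100 nM tunicamycin wells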
# HTR2A ag: activates the mouse 5-HT2A serotonin receptor. AID 624169. activation, % at 7.6 µM. P35363. 0.66% of 360,000 active. CHO-K1 mHTR2A beta-arrestin complementation, luminescence; percent of 30 µM serotonin response;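 active means activation above a run cutoff, the mean activation of all tested compounds plus 3 SD, cut at about 14% in these data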;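 further: 0% = plate median of compound wells and 100% = 30 µM serotonin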
# Target sequence (P35363 whole entry, looked up): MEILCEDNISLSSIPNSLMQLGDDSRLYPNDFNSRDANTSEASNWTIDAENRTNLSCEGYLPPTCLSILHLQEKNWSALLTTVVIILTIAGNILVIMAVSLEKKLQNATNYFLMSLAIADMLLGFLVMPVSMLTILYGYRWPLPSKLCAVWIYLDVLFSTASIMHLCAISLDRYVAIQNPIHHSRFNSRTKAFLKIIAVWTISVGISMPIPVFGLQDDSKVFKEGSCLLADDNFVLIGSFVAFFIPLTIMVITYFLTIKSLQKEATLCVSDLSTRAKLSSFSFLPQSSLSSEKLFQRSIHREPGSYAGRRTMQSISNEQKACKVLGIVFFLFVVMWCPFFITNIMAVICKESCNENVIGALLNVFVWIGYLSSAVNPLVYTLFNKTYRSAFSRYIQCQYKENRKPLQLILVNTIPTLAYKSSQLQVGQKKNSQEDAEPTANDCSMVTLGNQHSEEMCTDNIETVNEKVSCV
# ABCB6 inh 2: human ABCB6 transporter inhibition; Q9NP58; K562-ABCB6 porphyrin accumulation, flow cytometry, 1 h; hits give low values; fluorescence ratio to DMSO, % at 10 µM; 0.19% of 360,000 active; AID 602162;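 active means fluorescence ratio to DMSO below 75%, the collection mean minus 3 SD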;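 further: signal is porphyrin accumulated inside mitochondria; 100% equals median channel fluorescence of DMSO control wells; lower ratio means ABCB6 inhibition with less porphyrin fluorescence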
# CaV13 FRET inh: Disruptors of the CACNA1D IQ motif to Ca2+-dependent inactivation inhibitor domain association, primary screening, Förster resonance energy transfer in intact living …; HEK cells, CFP/YFP FRET ICDI-IQ, plate reader, 10 min; percent FRET-ratio fall versus neutral wells; inhibition, % at 12.3 µM; 0.098% of 340,000 active; AID 743397;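 active means mean replicate inhibition of at least 30% and at least 1% of replicates passing that level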;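 further: 0% = median of the neutral control wells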
# aDG glyco up: alpha-DG glycosylation activation | Pro5-aDG cells, alpha-DG glycosylation AlphaScreen (IIH6); 0% Pro5, 100% B10-LARGE cell signal | 0.22% of 360,000 active | activation, % at 10 µM | AID 624168;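 active means activation of at least 8% versus controls, or a plate z-score of at least 8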;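 further: Pro5 are CHO cells carrying HIG-tagged alpha-DG that lacks glycosylation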
# H9c2 protect: myocardial damage modulation in H9c2 cells | protection from H2O2 cell death, % at 20 µM | 0.63% of 360,000 active | AID 588492 | H9c2 cardiomyocytes, H2O2 injury protection, ATPLite, 2 h;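 active means compounds giving at least 50% protection of heart cells from peroxide-induced death in the single-dose screen, raw or plate-pattern-corrected value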;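 further: 0% = DMSO wells with peroxide and 100% = DMSO wells without peroxide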
# Granule exo inh: lytic granule exocytosis inhibition. TALL-104 LAMP-1 surface exposure, flow cytometry; cells stimulated with thapsigargin and PMA. inhibition, % at 10 µM. AID 651702. 0.66% of 360,000 active;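 active means inhibition above about 55%, limit read from the data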
# PDI turbidity: PDI (human) enzyme inhibition | inhibition, % at 10 µM | P07237 | PDI insulin aggregation turbidity, A650, 90 min | 0.052% of 350,000 active;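 active means mean inhibition across replicates of 30% or more, whatever share of single replicates reach that level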;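 further: absorbance from insulin aggregation driven by PDI reduction with DTT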
# Target sequence (P07237 whole entry, looked up): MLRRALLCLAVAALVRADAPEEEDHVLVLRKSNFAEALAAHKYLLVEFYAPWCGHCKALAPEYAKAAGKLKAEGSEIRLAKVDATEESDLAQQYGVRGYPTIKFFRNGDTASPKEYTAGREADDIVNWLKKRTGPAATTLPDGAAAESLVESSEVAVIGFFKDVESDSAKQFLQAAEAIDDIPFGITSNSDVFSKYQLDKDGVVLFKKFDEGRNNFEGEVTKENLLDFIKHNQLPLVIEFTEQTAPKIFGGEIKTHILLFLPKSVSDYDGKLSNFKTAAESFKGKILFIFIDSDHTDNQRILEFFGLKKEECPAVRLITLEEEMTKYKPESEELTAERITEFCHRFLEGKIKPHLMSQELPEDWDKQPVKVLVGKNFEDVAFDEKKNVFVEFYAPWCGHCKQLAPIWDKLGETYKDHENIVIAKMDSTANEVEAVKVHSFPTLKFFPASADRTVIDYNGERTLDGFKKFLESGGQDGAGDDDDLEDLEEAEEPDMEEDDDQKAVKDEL
# Active calls of the source: *; nt = not tested or not shown.
SMILES	Vif imaging	hiPSC survival	Glyco luc inh	HTR2A ag	ABCB6 inh 2	CaV13 FRET inh	aDG glyco up	H9c2 protect	Granule exo inh	PDI turbidity
COCCNC(=O)C1(C)CCCN(C(=O)c2ccc(C(=O)OC)cc2)C1 (centres undefined)	4	-1.3	1	7	105	-11	-0.2	6	1	1
CC(C)CCOc1cccc(OCC(=O)O)c1	4	-1.4	1	0	100	0	-0.2	1	-3	8
O=C(NCc1ccccc1F)c1cccs1	nt	1.0	0	6	102	-3	0.0	-2	-2	-5
N#Cc1cccc(C(=O)OCC(=O)N2CCCc3ccccc32)c1	-4	-0.4	1	1	108	-4	1.6	8	4	4
NC(=S)NN=Cc1c[nH]c2nccnc12	1	-1.7	11	-37	103	-6	0.0	-2	-10	-1
Nc1ccn(CC(=O)NCc2ccc3c(c2)OCO3)c(=O)n1	0	8.5	-1	-1	100	-5	0.1	-3	-1	-1
C[C@@H]1CN([C@H](C)CO)C(=O)CCCn2cc(nn2)CO[C@H]1CN(C)S(=O)(=O)c1ccc(Oc2ccccc2)cc1	5	0.4	1	11	100	nt	0.0	-2	-2	3
N#Cc1ccccc1CSc1nc(O)cc(=O)[nH]1	-2	-0.4	2	-1	86	-1	-0.2	0	0	2

# Next section, starting with the last 2 of the part before.
SMILES	Vif imaging	hiPSC survival	Glyco luc inh	HTR2A ag	ABCB6 inh 2	CaV13 FRET inh	aDG glyco up	H9c2 protect	Granule exo inh	PDI turbidity
C[C@@H]1CN([C@H](C)CO)C(=O)CCCn2cc(nn2)CO[C@H]1CN(C)S(=O)(=O)c1ccc(Oc2ccccc2)cc1	5	0.4	1	11	100	nt	0.0	-2	-2	3
N#Cc1ccccc1CSc1nc(O)cc(=O)[nH]1	-2	-0.4	2	-1	86	-1	-0.2	0	0	2
C=CCNC(=O)CSCc1ccc(Br)cc1	11	0.6	0	-3	100	-2	-0.3	-4	1	-6
O=C1C(=O)N(CCN2CCOCC2)C(c2ccccn2)/C1=C(/O)c1ccc(F)cc1 (centres undefined)	-8	-1.6	0	-4	97	-5	-0.2	3	0	14
COc1cccc(C(=O)N(Cc2cc3cc(C)ccc3[nH]c2=O)C(C)C)c1	-8	1.0	-1	-1	100	nt	0.2	22	-1	-5
Nc1cc2c(cc1[N+](=O)[O-])OCO2	-5	0.3	4	1	101	-3	-0.2	-4	0	5
Oc1ccccc1C=NN=CC=Cc1ccccc1	-9	-0.7	1	-3	92	-5	-0.1	-10	-5	-7
Cc1ccccc1Cn1cnc2c(cnn2C(C)(C)C)c1=O	3	2.1	-2	-1	97	-5	0.6	-7	-2	-1
O=C(NCc1ccc2c(c1)OCO2)c1cc([N+](=O)[O-])ccc1N1CCCCC1	10	2.8	6	-3	102	-6	-0.2	5	6	-13
CC1CN(C(=O)Cn2cc(S(=O)(=O)CC(=O)N(C)c3ccccc3)c3ccccc32)CC(C)O1 (centres undefined)	-2	-0.3	1	-1	99	-12	-0.2	1	4	4
CCC1CCCCN1C(=O)CCn1ccnc1 (centres undefined)	-21	2.4	2	-1	96	-30	-0.2	12	-1	7
CCN1C(=O)/C(=C\N(C)C)c2ccccc21	-11	-0.1	4	0	90	-18	-0.2	-2	2	-3
O=[N+]([O-])c1ccc(N=NNc2ccccc2)cc1	9	0.0	0	4	106	nt	-0.1	-10	-1	1
COc1ccc(-c2c([C@H]3[C@@H]4C=CCC[C@@]4(C)C(=O)N3Cc3ccccc3)ccc3ccccc23)cc1OC	-4	0.7	-7	0	98	-9	0.2	-20	5	2
Nc1ccc(-c2nc3ccc(N)cc3s2)cc1	0	-0.9	-15	1	101	-7	0.0	-14	-6	-6
CN(C)S(=O)(=O)c1ccc(S(=O)(=O)N(CC(=O)Nc2ccccc2)CC2CCCO2)cc1 (centres undefined)	-3	2.0	1	4	100	0	-0.1	1	-2	4
Cc1ccc(-n2c(C)nn(CC3CC3)c2=O)cc1	5	0.4	2	0	102	-4	0.4	-3	7	3
CC(C)(C)OC(=O)N[C@@H](/C=C/c1ccccc1)C(=O)OC(C)(C)C	0	-1.1	-2	-5	92	-7	0.0	-12	-7	-7
C/C(=N/NC(=O)CN1CCN(Cc2ccccc2Cl)CC1)c1ccco1	7	-0.3	1	0	97	-4	0.2	3	1	4
CCN(CC)CCCNC(=O)CN1N=C(c2ccc(OC)cc2)CCC1=O	0	0.1	-1	-7	100	-3	0.2	2	1	-6
CCOc1ccc(CN2CCN(Cc3[nH]c4ccc(OC)cc4c3C)CC2CCO)cc1 (centres undefined)	0	-1.4	-1	4	90	-3	0.4	-5	-1	10
COc1ccc(CCNC(=O)c2c(Cl)ccc(Cl)c2OC)cc1OC	-2	-0.4	2	31*	103	-4	0.0	5	3	-4
N#CC1=C2SCN(Cc3ccco3)CN2C(=O)CC1c1c(F)cccc1Cl (centres undefined)	nt	-1.3	2	-6	96	-16	0.1	16	25	nt
O=C(Nc1nc(-c2cccs2)cs1)c1ccco1	-3	-1.1	4	2	105	9	0.2	5	-1	4
O=C(CCC(=O)N1CCN(c2ccccn2)CC1)Nc1nnc(C(F)(F)F)s1	3	0.6	1	3	97	2	0.1	-2	2	-8
Cn1c(O)c(/C=N/Nc2ccccc2)c(=O)n(C)c1=O	21	0.0	4	-1	105	-36	0.6	2	0	3
COc1cccc(C(=O)NC(C)c2ccc(-c3ccccc3)cc2)c1OC (centres undefined)	5	-0.3	1	-10	98	-2	0.0	-6	-5	1
NNC(=O)c1nnn(-c2nonc2N)c1-c1cccs1	7	1.5	0	-1	91	-3	0.0	6	-4	6
CC(C)(C)c1cc(C(=O)Nc2ccccc2)ccn1	0	-0.4	-2	-2	93	-5	0.8	-4	-2	1
CCCC1(c2ccccc2)NC(=O)N(CC(=O)c2[nH]c(C)c(C(=O)OCC)c2C)C1=O (centres undefined)	-9	6.9	-2	2	87	-6	0.3	16	-1	24
CC(=O)c1[nH]c(C)c(C(=O)N2CCCC(Nc3cccc(F)c3)C2)c1C (centres undefined)	8	0.2	3	6	101	-2	0.0	-3	1	5
Cc1cc(C(=O)NNc2ccc(C)c(C)c2)no1	1	-0.1	2	1	102	-14	0.0	-10	-2	13
Cc1ccc(NC(=S)NCCN2CCOCC2)cc1	4	-2.1	3	-4	101	nt	-0.1	1	9	-21
CC(=O)Nc1ccc(NC(=O)c2sc3nc4c(c(-c5ccc(C)cc5)c3c2N)CCC4)cc1	nt	-0.9	-4	6	97	nt	0.6	-15	0	13
CCCc1cc(N2CCC(C(N)=O)CC2)nc(-c2ccccc2)n1	-4	0.5	0	-4	101	-5	0.4	-12	2	-4
CCCCn1c(N)c(N(CCC(C)C)C(=O)C2CC(=O)N(c3cccc(SC)c3)C2)c(=O)[nH]c1=O (centres undefined)	-13	-0.3	2	-17	102	-2	0.5	-2	-1	0
O=C(c1ccccc1)C(O)(Cc1ccccc1)c1ccccc1 (centres undefined)	0	-0.1	-4	-6	94	-2	0.0	-4	1	1
COC(=O)[C@H](Cc1ccccc1)NC(=O)N1CCCCC1	-1	-0.2	2	-2	96	2	0.1	6	1	-4
C=CCn1c(SCn2nnc3ccccc3c2=O)nnc1-c1ccc(F)cc1	-3	-1.0	-2	4	99	nt	-0.2	-5	2	-1
O=C(Nc1ccon1)c1ccc(F)c(S(=O)(=O)N2CCCCC2)c1	0	-0.2	-1	3	99	-9	0.0	-2	-2	8
COc1ccc(/C=N/NC(=O)CN2CCSCC2)cc1C	1	1.4	-5	0	101	-5	0.1	3	-8	-4
Cc1cc(OCC(=O)N2CCOCC2)ccc1NC(=O)C1CCCCC1	nt	5.1	1	-5	100	-8	-0.2	8	1	-3
O=C(CN1C(=O)c2ccccc2C1=O)Nc1cccc2cccnc12	-5	6.0	1	3	102	-7	0.1	7	-3	-6
COc1cccc(C(=O)Oc2c(CN3CCOCC3)cc(Cl)c3cccnc23)c1	17	1.5	-16	-14	98	-4	-0.4	38	-1	1
COc1cc(Cl)ccc1OCc1cc(C(=O)NCC(C)c2ccccc2)no1 (centres undefined)	-4	-0.6	1	-3	99	-4	0.5	0	1	9
CN1CCN(CC(=O)N2N=C(c3cccs3)CC2c2ccco2)CC1 (centres undefined)	0	1.9	1	-2	103	-5	-0.4	-2	-2	-16
Cc1cccc(S(=O)(=O)CC(=O)Nc2nc(-c3ccccc3)cs2)c1	1	-0.2	1	4	93	-7	1.1	9	-5	-8
Cc1nn(C)c(-c2n[nH]c(=S)n2-c2ccccc2)c1Cl	0	-0.8	-2	1	98	-7	0.0	6	1	1
CN(C)CCNC(=S)Nc1ccc(Br)cc1	nt	0.1	0	-7	100	-6	0.0	6	1	1
O=C(/C=C/c1ccc(OCCCF)cc1)NCc1ccc(Cl)cc1	-18	-1.3	-3	0	93	-14	1.3	0	-5	-5

# Records listed so far that bear a hit mark in HTR2A ag:
Compound	Vif imaging	Glyco luc inh	HTR2A ag	ABCB6 inh 2	CaV13 FRET inh	aDG glyco up	Granule exo inh	PDI turbidity
COc1ccc(CCNC(=O)c2c(Cl)ccc(Cl)c2OC)cc1OC	-2	2	31*	103	-4	0.0	3	-4

# Next structures follow:
SMILES	Vif imaging	hiPSC survival	Glyco luc inh	HTR2A ag	ABCB6 inh 2	CaV13 FRET inh	aDG glyco up	H9c2 protect	Granule exo inh	PDI turbidity
Fc1ccccc1-n1[nH]nnc1=S	0	-1.4	-2	0	99	-8	-0.2	-10	7	-4
CCN(CC)C(=O)C1=C(C)N(CCC2=CCCCC2)C(=O)C(CC(=O)NCc2cccs2)C1 (centres undefined)	1	-1.3	0	0	97	-6	0.1	-10	-4	8
CC(c1ccccc1)n1c(-c2ccncc2)n[nH]c1=S (centres undefined)	-9	3.6	4	2	94	1	0.0	10	0	9
O=C(COc1ccc(-n2cnnn2)cc1)Nc1ccc(F)c(F)c1F	5	0.0	0	0	98	-2	-0.1	-1	2	-1
CC(C)(C)OC(=O)N1CC2Cc3[nH]c(=O)ccc3C(C2)C1 (centres undefined)	-6	-4.2	3	0	99	-2	-0.1	0	-3	-7
COc1ccccc1C(=O)NC(CCSC)C(=O)N1CCN(C/C=C/c2ccccc2)CC1 (centres undefined)	nt	-0.4	2	-15	99	-2	0.5	0	-3	10
Cc1cc(C)cc(OCC(=O)Nc2cnn(CCCC(=O)O)c2)c1	-8	0.2	2	1	100	-5	-0.1	-4	-1	3
NCCSc1c(-c2ccccc2)[nH]c2ccccc12	14	-0.1	-3	-7	95	-5	-0.2	-2	0	nt
O=C(Cn1ncc2c3ccccc3n(Cc3ccccc3)c2c1=O)NCc1ccccn1	-3	-0.7	0	-3	94	-14	-0.4	-4	-2	-6
Cc1ccccc1NC(=O)/C(=C/c1ccco1)c1ccccc1	7	2.6	2	-3	92	-5	-0.4	2	-14	-2
COc1ccc(OCCNC(=O)c2ccc3nc(C)c(N(C)C(=O)CCc4ccccc4)n3c2)cc1	6	-1.7	-3	-6	93	-6	-0.2	4	3	5
O=C(NCCCCCCNC(=O)c1cccs1)c1cccs1	-1	-1.1	-1	1	103	-5	-0.1	3	-16	-3
O=C(c1ccc(F)cc1)C1CCN(Cc2ccccc2)CC1	6	-0.6	-3	-1	99	-20	-0.1	1	2	4
Cc1ccc(NC(=O)CN(C)C(=O)c2cccc(S(=O)(=O)NCc3cccs3)c2)cc1	-8	-0.4	0	-10	97	-5	0.0	2	3	-8
